Screens as filed in PubChem.
S1P3 antagonist: S1P3 receptor antagonists, primary screen, cell-based | Sphingosine 1-phosphate receptor 3 (Homo sapiens), Q99500 | CHO S1P3 NFAT-BLA reporter, FRET fluorescence, antagonist mode | inhibition, % at 4.98 µM | 170,000 tested, 0.27% active;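 active = inhibition above the plate cutoff, the mean inhibition of test wells on that plate plus 3 SD, cut at about 28% in these data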;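 note: cells challenged with S1P at its EC80 of 0.8 µM; blue over green emission ratio from cleaved BLA substrate after 4 h stimulation; 0% = S1P-stimulated wells and 100% = unstimulated DMSO-only wells; some compounds past the cut are filed as inactive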
Target sequence (Q99500 whole entry, looked up): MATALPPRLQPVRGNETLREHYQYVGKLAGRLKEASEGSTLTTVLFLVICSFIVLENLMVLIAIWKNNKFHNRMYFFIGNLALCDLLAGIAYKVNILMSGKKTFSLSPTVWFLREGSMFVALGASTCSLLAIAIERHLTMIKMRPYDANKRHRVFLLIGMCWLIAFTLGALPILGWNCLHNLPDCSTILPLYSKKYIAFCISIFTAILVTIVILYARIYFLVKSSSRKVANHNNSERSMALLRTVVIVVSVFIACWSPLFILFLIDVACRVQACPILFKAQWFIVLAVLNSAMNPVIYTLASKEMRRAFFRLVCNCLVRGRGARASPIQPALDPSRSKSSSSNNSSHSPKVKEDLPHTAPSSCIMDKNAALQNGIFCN
SRC2 TRFRET art: TR-FRET signal artefacts, primary screen, artefact control for PPARgamma SRC-2 agonist project, biochemical; 200,000 tested, 0.4% active; TR-FRET artefact counter-screen; stronger effect = higher value; TR-FRET ratio at 8 µM; in the data active = TR-FRET ratio above about 2000; note: inactives centre near 1500
PPARg SRC1 recr: PPARgamma agonists recruiting SRC-1 coactivator, primary screen, biochemical. PPARgamma-SRC-1 coactivator recruitment biochemical assay. Peroxisome proliferator-activated receptor gamma (Homo sapiens), P37231. 200,000 tested, 0.41% active. activation, % at 8 µM. AID 631, 2007; in the data active = activation above about 19%;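 note: 0% = DMSO and 100% = reference agonist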
Target sequence (P37231 whole entry, looked up): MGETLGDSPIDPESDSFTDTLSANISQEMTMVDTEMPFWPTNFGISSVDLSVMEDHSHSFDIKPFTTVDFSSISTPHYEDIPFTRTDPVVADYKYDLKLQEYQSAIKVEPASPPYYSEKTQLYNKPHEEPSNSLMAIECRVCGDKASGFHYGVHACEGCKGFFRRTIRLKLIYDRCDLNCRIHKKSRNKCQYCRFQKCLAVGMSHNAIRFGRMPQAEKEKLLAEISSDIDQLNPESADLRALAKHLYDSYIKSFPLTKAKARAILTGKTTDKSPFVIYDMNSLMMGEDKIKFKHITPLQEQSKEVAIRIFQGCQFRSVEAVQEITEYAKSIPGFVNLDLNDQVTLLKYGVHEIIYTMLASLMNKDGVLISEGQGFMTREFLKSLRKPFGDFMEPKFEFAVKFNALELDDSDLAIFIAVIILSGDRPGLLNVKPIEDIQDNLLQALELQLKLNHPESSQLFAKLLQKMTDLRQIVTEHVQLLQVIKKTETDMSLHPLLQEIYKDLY
Diaphorase inh: diaphorase inhibitors and chemical oxidizers, primary screen, counter-screen for diaphorase-coupled primary assays, biochemical, uHTS, resorufin fluorescence | diaphorase resazurin-to-resorufin fluorescence, NADH, 16 min; bacterial (C. kluyveri) enzyme, not human | inhibition, % at 20 µM | 190,000 tested, 0.69% active | AID 1217, 2008;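 active = primary screen inhibition at 20 µM above a set limit, cut at about 50% in these data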;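 note: plate controls were DMSO with full reaction for no effect and wells lacking NADH for full effect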
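controls = No-NADH positive control and DMSO neutral control | system = Clostridium kluyveri diaphorase enzyme | timing = reaction incubation of 16 min at room temperature | signal = resorufin fluorescence 544/590 nm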
ROMK mod: ROMK potassium channel modulators, primary screen, cell-based, thallium flux, MLSMR library | B-score at 10 µM | Tet-inducible ROMK, thallium flux fluorescence; actives lie on both sides | AID 1918, 2009 | ATP-sensitive inward rectifier potassium channel 1 (Homo sapiens), P48048 | 130,000 tested, 2% active;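 active = signal ratio slope over the read window, or its plate-corrected B-score, at least 3 SD from the plate mean, either direction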;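 note: B-score of the F/F0 ratio slope over 7 to 12 s after thallium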
PPARg SRC-2 ag: agonists of PPARg-SRC-2 recruitment, primary screen, biochemical, HTS | Peroxisome proliferator-activated receptor gamma (Homo sapiens), P37231 | PPARgamma LBD-SRC-2 recruitment | activation, % at 8 µM | 200,000 tested, 0.34% active | AID 1032, 2008; in the data active = activation above about 22%;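 note: 0% = vehicle and 100% = reference agonist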
G6PDH counter: L. mesenteroides G6PDH inhibitors, counter-screen for G6PDH-coupled screening assays, biochemical, Leuconostoc mesenteroides enzyme | glucose-6-phosphate dehydrogenase [Leuconostoc mesenteroides] | Purified L. mesenteroides G6PDH, diaphorase/resazurin coupled fluorescence, 45 min | inhibition, % at 5 µM | 200,000 tested, 0.12% active | AID 1020, 2008; in the data active = inhibition above about 50%
PPARg SRC-3 ag: PPARgamma agonists recruiting SRC-3 coactivator, primary screen, biochemical; Peroxisome proliferator-activated receptor gamma (Homo sapiens), P37231; biochemical PPARgamma/SRC-3 coactivator recruitment assay; activation, % at 8 µM; 200,000 tested, 0.26% active; AID 731, 2007; in the data active = activation above about 23%;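 note: 0% = DMSO and 100% = reference agonist; some compounds past the cut are filed as inactive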
Diaphorase act: compounds boosting diaphorase resazurin reduction – biochemical, uHTS, resorufin fluorescence, counter-screen for diaphorase-coupled primary assays, primary screen | Diaphorase/resazurin coupled assay, 16 min; stronger effect = higher value; 1 = vehicle wells, 0 = NADH-free wells | activation factor at 20 µM | 190,000 tested, 0.005% active | AID 1229, 2008;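 active = diaphorase activity raised at least twofold by the compound at 20 µM; inactive = activation factor below 2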
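Assay system: bacterial diaphorase enzyme (C. kluyveri) / Input: enzyme 0.07 U/mL final / Medium: 50 mM HEPES pH 7.4 with 4.542 mM MgCl2, 0.005% Tween 20 / Doses: single compound dose of 20 µM, 1% DMSO final / Incubation: 16 min enzyme reaction, ambient temperature / Signal: fluorescence, excitation 544 nm and emission 590 nm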
PMI act satM6P: human PMI activators, high substrate, primary screen, biochemical, fluorescence intensity, near-saturating mannose 6-phosphate; activation factor at 20 µM; AID 1216, 2008; 190,000 tested, 0.34% active; coupled PMI enzyme assay, resazurin fluorescence, 20 min; stronger effect = higher value; 1 = untreated enzyme, 0 = substrate-free blank; Mannose-6-phosphate isomerase (Homo sapiens), P34949;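 active = activation factor of 2 or more at 20 µM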
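Material: human phosphomannose isomerase with PGI, G6PDH, diaphorase coupling enzymes; amount: PMI at 15 ng/mL final; also added: Mannose-6-phosphate 1.0 mM (near-saturating) plus 0.22 mM NADP+; incubation: enzyme reaction with compound 20 min at room temperature; signal: resorufin fluorescence (Ex 544/Em 590 nm) from resazurin via diaphorase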
PMI activator: activators of human PMI, primary screen, biochemical, fluorescence intensity, near-Km mannose 6-phosphate | purified human PMI, coupled resazurin fluorescence, 20 min; stronger effect = higher value; 1 = vehicle control, 0 substrate-free wells | activation factor at 20 µM | 190,000 tested, 0.005% active | Mannose-6-phosphate isomerase (Homo sapiens), P34949 | AID 1214, 2008;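 active = activation factor of 2 or more at 20 µM, relative to plate controls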
* hit, by the source's call; x = no result given.

structure	S1P3 antagonist	SRC2 TRFRET art	PPARg SRC1 recr	Diaphorase inh	ROMK mod	PPARg SRC-2 ag	G6PDH counter	PPARg SRC-3 ag	Diaphorase act	PMI act satM6P	PMI activator
COc1cccc(/C(C)=N/Nc2ncc(Cl)cc2Cl)c1	4	1392	3	6	-0.25	3	-15	-4	0.9	1	0.9
Cc1cc(N2CCCCC2)nc2c(C)cccc12	1	1605	2	9	-0.44	4	6	1	0.9	1	0.9
CN(C)c1ccc(-n2cccc2/C=C2/SC(=Nc3ccc(F)cc3)NC2=O)cc1	x	1424	-1	6	-0.011	1	-7	-1	0.9	0.9	0.9
Cc1cccc(C(=O)Nc2ccc(N3CCN(S(C)(=O)=O)CC3)cc2)c1	3	1567	11	-3	0.13	-7	10	4	1	0.9	1
O=C1CN(S(=O)(=O)c2ccccc2)CCN1S(=O)(=O)c1ccccc1	11	1537	3	8	x	-3	4	3	0.9	1	1.1
O=c1c2ccccc2n2c(-c3ccc(F)cc3)nnc2n1Cc1ccccc1	-8	1574	5	8	x	3	6	5	0.9	1	1
CC(=O)c1cc(-c2ccccc2)n(CC(=O)Nc2cccc(C)c2C)c1C	-9	1541	-6	8	-1.6	-7	1	3	0.9	1	1
CC(C)(C)c1ccc(C(=O)NCc2ccccc2)cc1	15	1581	1	8	-0.39	1	8	4	0.9	1	1
CN1CCN(C(=O)c2cc3nc(-c4ccco4)cc(C(F)(F)F)n3n2)CC1	1	1658	1	6	x	5	5	-2	0.9	1	1
O=C(N/N=C/c1ccc(OC(=O)c2cccs2)cc1)c1cccc(F)c1	x	1389	0	14	x	-3	-29	-2	0.9	1.8	1.5
O=C(Nc1ccc2c(c1)ncn2C1CCCCC1)c1ccco1	45	1628	2	28	x	3	-4	-6	0.7	0.8	1
CCC/C(O)=C1\C(=O)CC(c2ccccc2)CC1=NCCc1c(C)[nH]c2ccc(C)cc12 (centres undefined)	-5	1611	-1	10	0.68	9	4	2	0.9	1	1
Cc1ccc(C(=O)CCC(=O)Nc2cccnc2)cc1C	-4	1447	2	5	x	11	-25	3	1	1	1
Cc1nc2c(C)cccn2c1C(=O)c1ccccc1	x	1846	4	6	x	0	2	6	0.9	1	1
Cc1ccc(OCC(=O)c2cc(C)c(C)cc2C)c([N+](=O)[O-])n1	x	1542	1	1	-0.19	2	0	8	1	1	0.9
O=C(NCCCn1ccnc1)c1cccc(S(=O)(=O)Nc2ccccc2F)c1	x	1587	2	15	x	-2	2	1	0.8	1	1.1
CCO[C@@H]1OC(C(=O)Nc2ccccc2)=C[C@H](c2coc3ccccc3c2=O)[C@H]1CCCO	-10	1823	-3	10	x	10	-2	3	0.9	1	0.8
CC(=O)Nc1n[nH]c(-c2ccc(C)cc2)c1C	8	1528	-3	9	0.11	1	8	0	0.9	1	0.9
N#CCC(=O)Nc1ccccc1C(=O)O	x	1541	1	16	x	2	1	-8	0.8	1.1	1.1
Cc1ccccc1NC(=O)CCn1c(=O)oc2ccccc21	-43	1485	7	13	x	5	-13	6	0.9	1	1
CC(=O)c1ccc(NC(=O)C(C)NCc2ccc(Cl)cc2)cc1 (centres undefined)	-23	1565	4	15	0.46	5	9	6	0.9	1	1
Cc1ccc(N=C2SC(C(=O)Nc3ccc(OC(F)(F)F)cc3)C(N)=C2C(=O)Nc2c(C)cc(C)cc2C)cc1 (centres undefined)	-1	1439	4	12	0.025	6	8	3	0.9	0.9	0.9
COC(=O)C/C(O)=C(/N=Nc1cccc(C(F)(F)F)c1)C(=O)OC	-17	1541	-2	-22	-0.69	-2	4	0	1.2	1.1	1.1
COc1ccc(NC(=O)C(=O)NNC(=O)C(C)Oc2ccc(Cl)cc2Cl)cc1 (centres undefined)	-4	1583	2	-13	4.8*	11	-1	-2	1.1	1	1.1
Cc1c(NC(=O)CC(=O)Nc2c(C)n(C)n(-c3ccccc3)c2=O)c(=O)n(-c2ccccc2)n1C	-35	1580	4	10	x	-7	10	3	0.9	0.9	0.9
CCn1c(C(O)c2cccc(OC)c2OC)nc2ccccc21 (centres undefined)	-4	1546	6	-2	x	-1	-6	-1	1	1	1
Cc1cccc(N2CCN(c3cc(C)nc4nnnn34)CC2C)c1 (centres undefined)	-9	1494	-9	7	x	2	2	0	0.9	0.8	0.9
COc1ccc(OCc2nc3c4cc(OC)c(OC)cc4nc(=S)n3[nH]2)cc1	-7	1613	3	92*	x	-2	-63	-2	0.1	0.9	0.8
Cc1cc(O)cc(O)c1C=NCc1ccco1	4	1754	8	9	-0.0092	7	8	3	0.9	0.8	0.9
O=C(CCc1ccc(S(=O)(=O)NC2CCCCC2)cc1)NCc1ccccc1	x	1521	4	6	-1.3	0	16	-5	0.9	1	1
Clc1cccc(Cl)c1CSc1nnc(-c2sccc2-n2cccc2)o1	x	1514	0	7	x	8	-1	-5	0.9	1.1	1
COc1ccc(OC)c2sc(NC(=O)c3ccc(S(=O)(=O)N4CCOCC4)cc3)nc12	x	1462	-5	7	x	-2	-33	2	0.9	0.9	0.9
CN(Cc1nccn1C)C(=O)c1cc(COc2ccc3ncccc3c2)on1	10	1393	2	11	-0.052	8	12	5	0.9	0.9	0.9
CCOP(=O)(OCC)C(Nc1ccccn1)c1ccc(F)cc1 (centres undefined)	-1	1467	7	2	x	-2	10	-7	1	1	1
O=C(/C=C/c1cccs1)NC(=S)Nc1ccccc1	9	1511	2	19	1.1	-5	11	1	0.8	0.9	0.9
Cc1ccc(-c2noc(CN(C(=O)c3cccs3)C(C)C)n2)cc1	-9	1586	-2	13	-0.022	3	-3	-15	0.9	0.9	0.9
NNC(=O)[C@H]1C[C@@H]1c1ccccc1	-1	1654	3	18	0.069	6	4	3	0.8	1	1
CCOC(=O)c1cnc(-n2nc(C)cc2C)nc1N1CC(C)OC(C)C1 (centres undefined)	13	1420	0	x	1.2	-4	x	-10	x	x	x
CCOC(=O)N1CCN(C(=O)c2ccc3c(=O)n(CCc4ccccc4)c(=O)[nH]c3c2)CC1	x	1458	1	1	x	-4	-10	-10	1	1	1
CC(C)(C)NC(=O)C(c1ccc(F)cc1)N(CCc1ccccc1)C(=O)c1ccn[nH]1 (centres undefined)	-5	1748	9	x	-0.68	4	15	2	x	x	x
COc1ccc(/C(N)=N/OC(=O)Cc2cccs2)cc1	-9	1421	-1	11	0.0014	3	-2	-2	0.9	1	1
Clc1cc(Cl)c2nc(N3CCCCC3)sc2c1	3	1750	10	-10	-0.68	1	5	3	1.1	1.1	1.1
Cc1cc(NC(=O)CCN2C(=O)C3C4C=CC(C4)C3C2=O)c2ccccc2n1 (centres undefined)	19	1406	-4	12	-0.17	-6	2	-5	0.9	1	1
COc1ccc(CNC(=O)CCS(=O)(=O)Cc2ccc(C)cc2)c(OC)c1	-2	1567	3	7	0.088	-4	2	3	0.9	1	1
Cc1cc(C)nc(NCC(O)COc2ccccc2C)n1 (centres undefined)	-12	1448	-2	-4	-0.82	-2	11	-7	1	1	1
CCOc1nc2ccccc2cc1/C=C/C(=O)O	-5	1616	4	10	-0.083	-3	6	3	0.9	1.1	1.2
Cc1ccc(NC(=O)COC(=O)c2cccnc2)cc1	-11	1682	2	3	x	8	2	2	1	1	1.1
C=C(C)c1cccc(C(C)(C)NC(=O)Nc2ccccc2OCC)c1	15	1634	-1	9	2.1	-1	18	5	0.9	1	1
COc1cccc(Oc2ccc(C(F)(F)F)cc2N)c1	5	1591	10	13	x	2	-9	5	0.9	0.9	0.8
Cc1ccc(NC(=S)NC(NC(=O)c2ccccc2C)C(Cl)(Cl)Cl)c(C)c1 (centres undefined)	x	1370	-5	18	x	-4	2	-1	0.8	0.9	0.8

The final 2 records of the part before come first, to join the parts.
structure	S1P3 antagonist	SRC2 TRFRET art	PPARg SRC1 recr	Diaphorase inh	ROMK mod	PPARg SRC-2 ag	G6PDH counter	PPARg SRC-3 ag	Diaphorase act	PMI act satM6P	PMI activator
COc1cccc(Oc2ccc(C(F)(F)F)cc2N)c1	5	1591	10	13	x	2	-9	5	0.9	0.9	0.8
Cc1ccc(NC(=S)NC(NC(=O)c2ccccc2C)C(Cl)(Cl)Cl)c(C)c1 (centres undefined)	x	1370	-5	18	x	-4	2	-1	0.8	0.9	0.8
CCOC(=O)c1c(O)c2ccccc2n(CC)c1=O	5	1599	5	9	0.0025	0	-2	2	0.9	0.9	1
COc1cc(OC)cc(-c2nnc(SCc3cccnc3)o2)c1	-7	1572	8	5	x	7	2	11	0.9	0.9	1
CCN(CC)C(=O)C(=O)Nc1cc(C(F)(F)F)ccc1Cl	x	1486	2	9	2	-2	3	-6	0.9	1	1
COc1ccccc1/C=C\C=N\n1c(-c2ccc(Cl)cc2Cl)n[nH]c1=S	2	1591	6	33	0.066	5	10	10	0.7	1	0.8
CCC(=O)OCC(=O)Nc1ccc([N+](=O)[O-])cc1OC	6	1534	-4	3	x	1	4	-4	1	1	1

Taken from above:
COc1ccccc1/C=C\C=N\n1c(-c2ccc(Cl)cc2Cl)n[nH]c1=S – PMI activator: 0.8
COc1cc(OC)cc(-c2nnc(SCc3cccnc3)o2)c1 – PPARg SRC-2 ag: 7
